# Screens: PubChem BioAssay, NCI
# All columns: NCI-60 one-dose screen, growth in % after 48 h at 10 µM unless noted; 100 = growth as untreated, 0 = no growth, -100 = all killed.
# TK-10 – TK-10 renal cancer cells; 81,000 tested, 3.9% active
# SK-OV-3 – SK-OV-3 ovarian cancer cells. AID 1794785. 80,000 tested, 3.2% active
# 786-0 – 786-0 renal cancer cells; 81,000 tested, 5.1% active; AID 1794775
# SN12C – SN12C renal cancer cells; 81,000 tested, 3.8% active; AID 1794767
# IGROV1 – IGROV1 ovarian cancer; 79,000 tested, 4.7% active; AID 1794786
# RXF 393 – RXF 393 renal cancer cells. 77,000 tested, 6.9% active. AID 1794773
# UO-31 – UO-31 renal cancer | AID 1794768 | 81,000 tested, 5.2% active
# ACHN – ACHN renal cancer. 81,000 tested, 4.9% active
# Active calls of the source: *; . = not tested or not shown; & = joins results of further samples; [ ] = remark or other dose. How the source made its calls: active means growth percent below 10; inactive means the rest.
SMILES,TK-10,SK-OV-3,786-0,SN12C,IGROV1,RXF 393,UO-31,ACHN
COc1ccc(-n2cc3c(c2)-c2oncc2CC3)cc1,105,101,97,87,81,104,67,.
CCCCCCCCCCN1CCC(N2CCCCC2)CC1,25,21,-93*,45,.,.,-87*,38
COc1ccc(/C=C/C(=O)c2nnn(-c3ccc(Br)cc3)c2C)cc1,103,108,101,96,99,105,86,98
CC(C)n1ncc2c(N)ncnc21,118,.,106,99,.,138,90,111
O=C1CNN=C(CCC(=O)c2nc3ccccc3[nH]2)N1,137,93,101,101,92,107,75,93
CCCCCCCC(C)NCCOC(=O)c1ccc([N+](=O)[O-])cc1 (centres undefined),114,94,96,95,93,108,81,109
CCCCCCCc1nc(C#N)c(NCc2cccnc2)o1,73,78,84,93,84,66,61,90
O=[N+]([O-])c1cc(S(=O)(=O)Oc2ccccc2)ccc1Cl,52,102,24,30,-78*,35,-88*,38
N#Cc1c(-c2c[nH]c3ccccc23)cc(-c2c[nH]c3ccccc23)[nH]c1=O,159,79,104,91,58,94,59,86
COc1cc(/C(C)=C(/c2ccc(O)cc2)c2ccc(Cl)cc2)ccc1F,92,95,92,93,79,.,82,108
Cc1ccc(O)c(Cc2ccccc2)c1,100,110,107,90,132,103,84,100
CCN(CC)CCCNC(=O)C(c1ccccc1)c1ccccc1,88,89,101,98,107,.,94,109
CCCCCOC(=O)c1cccc(NC(=O)CNCC(C)C)c1,108,107,103,109,131,116,97,101
Cc1c(C(=O)OCCO)cc(-c2ccc(Cl)cc2)n1-c1cccc(CO)c1,91,118,101,98,106,103,82,96
CC(C)COC(=O)/C=C(\CC(=O)OCC(C)C)C(=O)OCC(C)C,99,104,95,90,98,90,88,93
Cc1cc(N=C2NC(=O)/C(=C/C=C\c3ccccc3)S2)no1,82,83,67,74,63,78,54,57
COc1ccccc1NC(=O)c1cccc(C2CC(=O)c3c(cc(OC)c(OC)c3OC)O2)c1 (centres undefined),102,105,95,86,98,100,66,101
Cc1ncc(-c2ccc(Cl)s2)c(NC2CCCCCC2)n1,98,88,98,104,85,110,59,93
CC(C)CC(=O)/C=C\c1ccco1,102,106,102,102,112,109,92,114
COc1ccc(-n2c(=O)sc3c(=O)[nH]c(C)nc32)c(OC)c1,104,84,101,92,97,116,72,99
CC(C)=NNc1nc2ccccc2s1,136,95,110,97,92,.,64,108
O=c1cc(-c2ccccc2)c2ccc(O)cc2o1,.,115,98,88,110,116,77,84
N#COc1ccc(-c2ccccc2)cc1,116,121,97,92,104,99,.,100
CCOC(=O)/C(=N/Nc1cccc2c1C(=O)c1ccccc1C2=O)c1nn[nH]n1,116,96,99,92,76,98,65,89
CN(N=Nc1ccccc1C(=O)O)C1CCCCC1,102&103,103&98,101&127,106&107,103&117,118&101,80&83,99&99
Cc1nc2cc(Nc3nc(Nc4ccc(F)cc4)nc(-c4ccccc4)n3)ccc2n1Cc1ccccc1,99,98,82,78,69,69,57,76
C#CCOc1ccc(C2=NN(C3CC3)C3N=C(Cl)c4ncn(C5CC5)c4N23)cc1OCC#C (centres undefined),94,96,97,90,96,83,66,97
C[C@H]1[C@H]2C3=CC[C@@H]4[C@@]5(C)CC[C@H](NCO)C(C)(C)[C@@H]5CC[C@@]4(C)[C@]3(C)CC[C@@]2(CO)CC[C@@H]1C,112,100,95,85,110,.,95,112
COc1ccc(NC(=O)COc2ccc(/C=C3/Oc4cc(OC)ccc4C3=O)cc2OC)cc1,124,102,100,99,107,108,76,.
Cc1sc2nc(NCCO)[nH]c(=O)c2c1C,95,83,105,95,104,103,83,102
Cc1nc2c(c(=O)[nH]1)OCN(Cc1ccccc1)C2,119,94,101,104,100,118,79,104
O=C1c2ccccc2-n2c(noc2=S)[C@@H]2CCCN12,96,93,98,98,110,107,87,104
Cc1cc(C)c(O)c(N)c1,121,116,100,94,86,92,85,98
O=C(NNS(=O)(=O)c1ccc([N+](=O)[O-])cc1)c1ccccc1,107,107,103,98,108,97,72,103
O=[N+]([O-])c1ccc(C2CC(c3ccccc3)=Nc3ccccc3S2)cc1 (centres undefined),148,100,105,103,59,116,56,103
N#CC1=C(N)Oc2c(sc3c(Br)cccc23)C1c1ccc(Cl)cc1 (centres undefined),38,27,5.6*,30,27,-18*,34,44
CCCCOc1ccc(/C=C2/SC(N3CCCC3)=NC2=O)cc1,103,97,.,87,95,91,82,103
O=C(Nc1ccc(Nc2ncnc3sc4c(c23)CCOC4)cc1)Nc1ccc(Cl)c(C(F)(F)F)c1,109,95,107,105,79,99,115,87
Cc1ccc(S(=O)(=O)NCCCNc2nccc(-c3c(-c4ccccc4)nc4occn34)n2)cc1,96,78,86,93,94,66,61,90
O=C(CCSCCC(=O)N/N=C/c1cccc(Cl)c1)N/N=C\c1cccc(Cl)c1,99,111,120,102,80,106,76,98
CC(C)N1CCN(c2ccc(OC[C@H]3CO[C@](Cn4cncn4)(c4ccc(Cl)cc4Cl)O3)cc2)CC1,92,94,99,81,104,75,99,102
Nc1cc(Cl)c(O)c(Cl)c1,128,120,119,110,.,99,94,108
O=C1/C=C(/c2cc3ccccc3o2)Nc2ccccc2NC1=O,105,102,102,94,.,.,.,96
FC(F)(F)C(c1ccc(Cl)cc1)c1ccc(Cl)cc1,96,102,97,104,99,108,100,105
C=CCOc1ccc(Cl)cc1Cl,113,118,104,105,116,132,93,102
C#CCOc1ccc2ncnc(N3CCC(NC(=O)CCl)CC3)c2c1,69[8.25 µM],70[8.25 µM],46[8.25 µM],64[8.25 µM],51[8.25 µM],16[8.25 µM],41[8.25 µM],58[8.25 µM]
Cc1ccc(S(=O)(=O)N(CC[C@@H]2C[C@H]2c2cc3ccccc3o2)S(=O)(=O)c2ccc(C)cc2)cc1,99,101,100,95,101,103,80,98
O=C(NCCNc1nccc(-n2ccc3cccnc32)n1)c1ccc(Cl)cc1,119,114,102,107,109,110,106,107
O=C(O)c1cc(=O)[nH]c2ccc([N+](=O)[O-])cc12,119,101,104,91,110,.,87,98
O=C(O)c1ccccc1Cc1ccc2c(c1)CCCC2,103,111,107,102,100,105,73,104
Nc1nc(N)c2nc3c(nc2n1)CCCCCCCCCC3,80,79,32,43,37,80,49,39
O=C(c1ccccc1)c1ccccc1C(=O)N(CCO)CCO,111,112,101,94,109,107,89,112
CCOC(=O)C(C(=O)OCC)C(=O)C(C)(C)C,99,100,98,105,115,110,97,111
COc1ccc(C2C(C#N)=C(N)Oc3cc(O)ccc32)cc1OC (centres undefined),.,94,109,96,105,108,85,101
O=C(OCc1ccccc1)C(O)c1ccccc1 (centres undefined),104,112,108,103,120,89,103,104
COC(=O)C(CCc1ccc([N+](=O)[O-])cc1)(CCc1ccc([N+](=O)[O-])cc1)C(=O)OC,89,78,83,89,91,97,50,89
CCCCC#Cc1c(I)n(C2OC(CO[Si](C)(C)C(C)(C)C)C3OC(C)(C)OC32)c(=O)[nH]c1=O (centres undefined),69,99,82,85,84,-56*,56,73
Cc1cc(O)c2c(c1)C(=O)c1c(Br)c(O)c(Br)c(O)c1C2=O,48,91,65,71,26,11,47,48
CC(C)c1ccc(C(=O)OCc2ccccc2)cc1,.,106,98,102,99,109,99,99
O=C(O)C(Cc1ccc(O)cc1)n1c(O)c(C=C2N=c3ccccc3=N2)sc1=S (centres undefined),106,92,99,100,95,117,72,100

# For convenience, 17 of the compounds above:
SMILES,TK-10,SK-OV-3,786-0,SN12C,IGROV1,RXF 393,UO-31,ACHN
CC(C)N1CCN(c2ccc(OC[C@H]3CO[C@](Cn4cncn4)(c4ccc(Cl)cc4Cl)O3)cc2)CC1,92,94,99,81,104,75,99,102
Nc1cc(Cl)c(O)c(Cl)c1,128,120,119,110,.,99,94,108
O=C1/C=C(/c2cc3ccccc3o2)Nc2ccccc2NC1=O,105,102,102,94,.,.,.,96
FC(F)(F)C(c1ccc(Cl)cc1)c1ccc(Cl)cc1,96,102,97,104,99,108,100,105
C=CCOc1ccc(Cl)cc1Cl,113,118,104,105,116,132,93,102
C#CCOc1ccc2ncnc(N3CCC(NC(=O)CCl)CC3)c2c1,69[8.25 µM],70[8.25 µM],46[8.25 µM],64[8.25 µM],51[8.25 µM],16[8.25 µM],41[8.25 µM],58[8.25 µM]
Cc1ccc(S(=O)(=O)N(CC[C@@H]2C[C@H]2c2cc3ccccc3o2)S(=O)(=O)c2ccc(C)cc2)cc1,99,101,100,95,101,103,80,98
O=C(NCCNc1nccc(-n2ccc3cccnc32)n1)c1ccc(Cl)cc1,119,114,102,107,109,110,106,107
O=C(O)c1cc(=O)[nH]c2ccc([N+](=O)[O-])cc12,119,101,104,91,110,.,87,98
O=C(O)c1ccccc1Cc1ccc2c(c1)CCCC2,103,111,107,102,100,105,73,104
Nc1nc(N)c2nc3c(nc2n1)CCCCCCCCCC3,80,79,32,43,37,80,49,39
O=C(c1ccccc1)c1ccccc1C(=O)N(CCO)CCO,111,112,101,94,109,107,89,112
CCOC(=O)C(C(=O)OCC)C(=O)C(C)(C)C,99,100,98,105,115,110,97,111
COc1ccc(C2C(C#N)=C(N)Oc3cc(O)ccc32)cc1OC (centres undefined),.,94,109,96,105,108,85,101
O=C(OCc1ccccc1)C(O)c1ccccc1 (centres undefined),104,112,108,103,120,89,103,104
COC(=O)C(CCc1ccc([N+](=O)[O-])cc1)(CCc1ccc([N+](=O)[O-])cc1)C(=O)OC,89,78,83,89,91,97,50,89
CCCCC#Cc1c(I)n(C2OC(CO[Si](C)(C)C(C)(C)C)C3OC(C)(C)OC32)c(=O)[nH]c1=O (centres undefined),69,99,82,85,84,-56*,56,73

# (next part)
SMILES,TK-10,SK-OV-3,786-0,SN12C,IGROV1,RXF 393,UO-31,ACHN
Cc1ccc(C(=O)N2Cc3ccccc3CC2C(=O)N2CCCC2)cc1 (centres undefined),98[50 µM],95[50 µM],107[50 µM],96[50 µM],101[50 µM],92[50 µM],81[50 µM],104[50 µM]
CN(C)C(=S)Sc1ccc([N+](=O)[O-])cc1[N+](=O)[O-],68,93,64,42,1.5*,-61*,17,-44*
COc1cc(C(=O)n2ncnc2N)cc(OC)c1OC,102,92,94,109,108,115,93,101
CCOC(=O)c1sc2ncnc(Nc3ccc(OCc4cccc(F)c4)cc3)c2c1C,83,79,102,.,90,80,99,87
COc1ccccc1Nc1nc(-c2cccnc2)nc2sc3c(c12)CCCCCC3,107,118,105,102,120,103,116,99
C#Cc1ccc(-n2c(/C=C/c3ccc(O)c(OC)c3)nc3ncccc3c2=O)cc1,139,107,105,98,96,100,74,97
COc1ccc(Nc2ncnc3ccc(-c4cncc(NS(=O)(=O)c5cccc(F)c5)c4)cc23)cc1Cl,73,68,78,77,14,42,65,86
CCN(CC)CCCC(C)Nc1cc(O)cc2cccnc12 (centres undefined),122,119,118,86,154,105,83,102
COc1ccc2c(c1)c(-c1nc(N)nnc1-c1cn(C)c3ccc(Br)cc13)cn2C,116,104,94,101,97,99,86,101
COC(=O)c1ccc2[nH]c(O)c(C(=Nc3ccc(N(C)C(=O)CN4CCN(C)CC4)cc3)c3ccc(C)cc3)c2c1,-83*,-12*,-85*,9.8*,1.5*,-98*,-81*,-61*
CC(=O)Nc1nc(C)c(C(=O)N/N=C/c2ccco2)s1,122,103,110,95,16,114,79,105
COc1ccc2cc(C3=CCCC3(C)C(=O)O)ccc2c1 (centres undefined),131,.,112,.,113,127,91,101
Cn1c(O)c(C(/C=C/c2ccccc2)=NCCN=C(/C=C/c2ccccc2)c2c(O)n(C)c(=O)n(C)c2=O)c(=O)n(C)c1=O,120,94,88,77,91,75,74,83
Cc1[nH]c(-c2nc3ccccc3[nH]2)c(C)c1C(=O)NC(C)C1CCCCC1 (centres undefined),103,-78*[100 µM],95,86,91,77,89,99
CCOC(=O)CN1CC(C)(C)N(CC(=O)OCC)CC1(C)C,109,112,111,101,.,115,111,105
